Tb hexokinase = Trypanosoma brucei hexokinase 1 inhibitors, primary screen, biochemical, G6PDH-coupled NADH absorbance, MLSCN library | recombinant TbHK1, G6PDH-coupled NADH A340 | inhibition, % at 10 µM | 220,000 compounds, 0.11% hits;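 active means inhibition of 50% or more in the single-dose primary screen; inactive means inhibition below 50%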
EP2 antag = human EP2 receptor antagonists, primary screen, TR-FRET cAMP, C6 glioma cells. C6 glioma cells expressing human EP2; cells stimulated with saturating PGE2. inhibition, % at 25 µM. 260,000 compounds, 0.52% hits. AID 1422, 2008;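 active means percent inhibition above 40 after rounding to a whole number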;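 further: rat C6 glioma host cells with rolipram phosphodiesterase inhibitor present; the protocol text gives 20 µM as final concentration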
Target sequence (P43116 whole entry, looked up): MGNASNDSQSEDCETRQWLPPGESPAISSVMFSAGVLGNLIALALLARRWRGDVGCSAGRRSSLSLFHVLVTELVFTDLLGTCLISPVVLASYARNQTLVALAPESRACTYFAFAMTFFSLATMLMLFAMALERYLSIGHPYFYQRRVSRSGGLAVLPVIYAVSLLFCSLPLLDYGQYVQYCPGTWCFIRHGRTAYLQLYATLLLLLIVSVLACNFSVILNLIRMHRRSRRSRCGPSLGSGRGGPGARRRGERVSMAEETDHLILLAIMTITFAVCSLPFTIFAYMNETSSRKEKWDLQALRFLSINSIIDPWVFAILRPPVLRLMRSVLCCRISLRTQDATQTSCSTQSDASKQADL
Wee1 degr inh = Wee1 degradation inhibitors, primary screen, cell-based, HeLa, Wee1K328M-luciferase, luminescence. Wee1-like protein kinase (Homo sapiens), P30291. HeLa Luc-Wee1K328M stability; 100% = proteasome inhibitor MG132 effect. reporter increase, % at 5 µM. 220,000 compounds, 1.2% hits;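 active means activation above the mean of all tested compounds plus 3 SD, set per screening run, cut at about 8.8% in these data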;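 further: cells exposed to compound for 20 h before luminescence read; 0% = DMSO alone and 100% = MG132 at 30 µM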
TNF death inh = inhibitors of TNF-alpha triggered necroptosis, primary screen, cell-based, Jurkat FADD-/-, single concentration | AID 463075, 2010 | Jurkat FADD-/- TNF necroptosis rescue, ATP luminescence, 24 h; 0 = TNF only, 100 = no-TNF cells | 220,000 compounds, 0.068% hits | activation (protection from cell death), % at 10 µM;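 active means activation, meaning protection from cell death, of at least 50% relative to plate controls; inactive means activation below 50%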;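 further: necroptosis triggered by 40 ng/mL TNF-alpha added together with compound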
PPC-1+TRAIL kill = compounds killing PPC-1 cancer cells with TRAIL present, primary screen, TRAIL potentiator project, ATPLite luminescence, uHTS. PPC-1 cells + TRAIL, ATPLite viability luminescence. cell killing (% activity), % at 4 µM. 220,000 compounds, 0.41% hits. AID 1443, 2008;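 active means cell killing above 50% in the first pass at 4 µM, then a duplicate retest at 5 µM averaging 50% or more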;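 further: plate controls were cells with TRAIL plus DMSO for no effect and medium-only wells lacking cells for full effect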
CHOP inh = inhibitors of CHOP promoter induction, primary screen, cell-based, unfolded protein response, luciferase reporter; CHO-K1 CHOP-promoter luciferase, tunicamycin-induced, 15-18 h; inhibition, % at 10 µM; 220,000 compounds, 3.8% hits; AID 2732, 2010;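 active means compounds that reduced the stress-induced luciferase reporter signal by more than about 70% of percent inhibition, limit read from the data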;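 further: 0% = tunicamycin plus vehicle and 100% = wells without tunicamycin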
FXIa inh = human FXIa protease inhibitors, primary screen, biochemical, 1536-well | Coagulation factor XI (Homo sapiens), P03951 | inhibition, % at 5 µM | purified FXIa, Boc-Glu-Ala-Arg-AMC fluorogenic substrate | 220,000 compounds, 0.14% hits;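 active means inhibition of at least 40%; inactive means inhibition below 40%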;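 further: fluorescence of freed AMC excited at 355 nm; 0% = enzyme without compound and 100% = no enzyme blank; many of its hits are not listed in these tables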
Target sequence (P03951 19-387 limits assumed): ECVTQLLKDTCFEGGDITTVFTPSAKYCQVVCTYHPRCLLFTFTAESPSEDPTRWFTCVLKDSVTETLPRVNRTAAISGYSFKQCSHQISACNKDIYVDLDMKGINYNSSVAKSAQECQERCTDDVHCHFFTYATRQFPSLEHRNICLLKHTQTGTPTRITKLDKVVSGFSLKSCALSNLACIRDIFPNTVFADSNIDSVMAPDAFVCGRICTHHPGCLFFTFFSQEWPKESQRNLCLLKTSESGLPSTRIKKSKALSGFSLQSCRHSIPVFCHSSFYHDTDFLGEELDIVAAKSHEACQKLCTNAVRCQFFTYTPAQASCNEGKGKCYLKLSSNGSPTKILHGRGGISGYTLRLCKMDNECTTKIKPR
Target sequence (P03951 388-625 limits assumed): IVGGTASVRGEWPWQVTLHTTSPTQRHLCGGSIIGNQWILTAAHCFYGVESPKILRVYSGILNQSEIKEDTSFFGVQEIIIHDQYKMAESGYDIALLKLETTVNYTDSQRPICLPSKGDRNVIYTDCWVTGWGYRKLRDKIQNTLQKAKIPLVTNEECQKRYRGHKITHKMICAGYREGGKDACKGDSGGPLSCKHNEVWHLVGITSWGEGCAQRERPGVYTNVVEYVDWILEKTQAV
FXIIa inh 1536 = human FXIIa protease inhibitors, primary screen, biochemical, 1536-well; 220,000 compounds, 0.3% hits; purified FXIIa, Boc-QGR-AMC fluorogenic substrate, 2 h; inhibition, % at 5 µM; in the data active means inhibition above about 40%;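 further: 0% = enzyme with no compound and 100% = blank without enzyme; many of its hits are not listed in these tables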
L929 necroptosis = inhibitors of zVAD-triggered necroptosis, primary screen, L929 cells. AID 1377, 2008. viability rescue, % at 10 µM. 220,000 compounds, 0.38% hits. L929 zVAD necroptosis rescue, ATP luminescence, 24 h; with zVAD 60 µM;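 active means activation, scaled between plate controls, above about 75%, limit read from the data; inactive means activation under that limit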;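 further: 0% = zVAD with DMSO and 100% = DMSO alone without zVAD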
Active calls of the source: *; x = no result given; & = joins results of further samples. These rows are one share of the data; count on the stated rates, not on these rows.

SMILES	Tb hexokinase	EP2 antag	Wee1 degr inh	TNF death inh	PPC-1+TRAIL kill	CHOP inh	FXIa inh	FXIIa inh 1536	L929 necroptosis
COc1ccc(/C=N/NC(=O)Cc2csc(Nc3cccc(C(F)(F)F)c3)n2)c(OC)c1	-17	7	-2	1.1	8	95*	1	9	0.7
Cc1ccc(C(NC(=O)N2CCOCC2)C(Cl)Cl)cc1F (stereo not given)	4	7	-1	1.2	0	2	6	3	0.2
O=Cc1cn(-c2ccccc2)nc1-c1cc2cc(O)ccc2oc1=O	-35	9	0	-2.5	5	40	-4	-2	-0.6
CCO/C(C)=C1\C(=O)Nc2ccccc21	-7	15	-1	-1.2	8	18	-2	7	0.0
COc1cccc(C(=O)N(CN2CCCC2=O)c2ccccc2OC)c1	-3	7	1	0.3	-4	-8	1	14	0.4
Cc1ccc(CN2CCN(Cc3ccncc3)CC2CCO)o1 (stereo not given)	-9	4	5	-0.7	-18	15	-3	6	0.1
CC(=O)Oc1ccc(N2C(=O)CCC2=O)cc1	6	9	1	-3.1	28	29	10	8	0.1
CC(/C=C/c1ccco1)=N/NC(=O)OC(C)(C)C	-21	7	-3	-3.3	0	-50	6	12	x
O=C(Oc1ccccc1)c1cccc(COC(=O)c2cnccn2)c1	-2	5	2	-1.1	1	60	-6	-15	-0.3
COc1ccc(C(=O)N/C(=C\c2cc(OC)c(OC)cc2[N+](=O)[O-])C(=O)NCCO)cc1	-11	4	-1	0.5	-2	-5	-4	3	0.3
C(=C\c1ccccn1)/c1ccccn1	-9	9	0	1.4	13	-18	1	7	1.0
O=C(Nn1c(O)c(C=C2N=c3ccccc3=N2)sc1=S)c1ccccc1	4	12	-2	-4.4	-8	-9	4	17	-0.3
O=C(COC(=O)c1ccc(O)cc1O)NC1CCS(=O)(=O)C1 (stereo not given)	-1	1	0	-0.6	-5	-7	-3	6	-0.1
O=S(=O)(NCc1ccccc1)NCc1cccc(C(F)(F)F)c1	9	4	3	0.1	13	18	4	10	0.5
COc1ccc(C(=O)/C(=C/c2cccs2)c2nc3ccccc3o2)cc1	-32	18	1	-0.6	31	-30	10	13	-0.5
CCCCOP(=O)(OCCCC)C(O)c1ccc(F)cc1 (stereo not given)	-8	12	-2	-1.1	3	12	2	9	-0.6
COc1cccc(/C=N/Nc2nc3ccccc3[nH]2)c1O	-18	31	-2	-11	46	54	2	4	15
CC1=NN(C(N)=S)C(=O)C1N=Nc1cccc2ccccc12 (stereo not given)	1	5	-2	-1.5	13	11	3	5	1.6
CCc1nnc(NC(=O)CC(=O)Nc2ccccc2C(=O)O)s1	0	8	-2	0.2	5	-11	-11	13	3.4
CC(C)(C)NCC(O)CON=C1c2ccccc2-c2ccccc21 (stereo not given)	4	5	3	-3.3	-6	-8	1	3	63
Nn1cnnc1N/N=C/c1cc([N+](=O)[O-])c(Cl)cc1Cl	-18	x	-2	-0.8	-20	-17	19	21	0.6
CC1=Nn2c(nnc2-c2n[nH]c3c2CCC3)SC1	-2	9	1	-0.5	-12	11	2	13	0.5
CCN1C(=O)C(C(=O)Nc2ccc(OC)cc2)C2CC1(C)Oc1ccccc12 (stereo not given)	6	8	3	-1.2	4	43	-9	3	0.5
CCn1c(O)c(N=NC2=NC(=O)CS2)c2ccccc21	-38	3	-2	-4.0	13	11	4	1	0.1
Cn1cc([N+](=O)[O-])c(C(=O)Nc2cnn(Cc3ccc(F)cc3)c2)n1	-1	20	-1	-2.9	13	3	-4	9	0.3
(list continues)
SMILES	Tb hexokinase	EP2 antag	Wee1 degr inh	TNF death inh	PPC-1+TRAIL kill	CHOP inh	FXIa inh	FXIIa inh 1536	L929 necroptosis
CCCn1c(SCC(=O)Nc2ccc(S(=O)(=O)N(C)C)cc2)n[nH]c1=O	3	8	0	1.4	14	-21	-2	4	7.2
O=C(c1cccc([N+](=O)[O-])c1)N(c1ccccn1)c1ccccn1	-5	6	2	-0.4	-12	-6	0	6	-0.3
COc1cc(/C=N/NS(=O)(=O)c2ccc3ccccc3c2)ccc1OCc1ccc(C(=O)O)cc1	-27	12	2	1.1	4	16	5	12	-0.2
O=C(NC1C=CS(=O)(=O)C1)c1ccccc1 (stereo not given)	-1	6	0	1.0	18	8	-2	4	1.1
O=C1CC(C(=O)Nc2ccccc2)N=C(N2CCOCC2)N1 (stereo not given)	9	10	11*	2.2	26	52	0	-6	0.4
Cc1nc2sc(C(c3cccs3)N3CCC(C(N)=O)CC3)c(O)n2n1 (stereo not given)	-17	9	-1	-0.8	-1	1	4	13	-0.4
CC(C)NC(=O)/C=C/C(=O)O	-5	6	2	-0.3	2	-11	-4	8	3.4
O=C(c1cccs1)N1CCN(S(=O)(=O)N2CCCCC2)CC1	6	11	1	0.5	11	2	0	14	-0.1
CCC(C(=O)Nc1nc(C)cs1)c1ccccc1 (stereo not given)	-8	1	-2	0.8	4	-12	3	7	1.0
O=C(CCN1C(=O)/C(=C\c2ccccc2Cl)SC1=S)N1CCN(c2ccccc2)CC1	-12	17	-3	-2.0	16	14	4	14	-0.4
Cc1nc2sc3c(c2c(=O)n1NC(=O)CCBr)CCCC3	0	14	-2	-4.0	10	55	-5	2	-2.1
COc1ccc(C(=O)N/N=C/C(C)c2ccccc2)cc1OC (stereo not given)	-3	18	0	-2.2	6	-2	1	14	-0.2
COc1ccc(C(C(N)=O)c2ncc(C(F)(F)F)cc2Cl)cc1OC (stereo not given)	-5	26	0	-0.7	14	8	-2	0	1.3
O=C(O)CCCNC(=O)CCn1nnc2ccccc2c1=O	11	6	1	2.6	-9	9	-5	3	-0.6
[N-]=C=C1C(=O)NC(=O)C([n+]2ccc(-c3ccncc3)cc2)C1c1ccccc1C(F)(F)F (stereo not given)	-9	12	0	0.6	12	13	-2	-3	2.5
O=C(CCCOc1ccccc1)Nc1ccc(Cl)cn1	-6	10	1	1.7	3	72*	1	6	36
C(=N\N(c1ccccc1)c1ccccc1)/c1ccc(N2CCOCC2)s1	-11	11	-1	1.5	16	27	-3	0	1.1
Cc1cccc(N2CCN(Cc3nc(-c4ccccc4Cl)oc3C)CC2)n1	-12	4	-2	2.4	-7	16	-2	-1	0.6
Cc1cc(-n2nc(C)cc2C)nc(NS(=O)(=O)c2ccccc2Cl)n1	-4	1	-1	-1.5	-7	3	1	10	-0.3
Cc1ccc(-c2noc(-c3ccccc3C(=O)N3CCCC3)n2)cc1	-2	6	-4	-2.6	-21	21	-9	4	0.8
CC(=O)C1C(c2cccc([N+](=O)[O-])c2)C2C(C)=NN=C2CC1(C)O (stereo not given)	-3	2	1	1.6	12	2	4	0	0.2
Nc1c(-c2n[nH]c(=S)n2-c2ccc(Cl)cc2Cl)cnn1-c1ccccc1	1	5	0	2.1	25	-11	1	5	-0.1
CC(=O)Nc1ccc(N2CCCCC2)c(C(=O)Nc2cccc(C)c2)c1	-7	13	-1	1.8	21	31	1	9	0.1
O=C(Nc1nc(C2C3CC4CC(C3)CC2C4)cs1)c1cc2cc([N+](=O)[O-])ccc2oc1=O (stereo not given)	-6	x	3	-3.2	23	59	3	11	-0.1
CN1CCc2c(n(CC(O)CNCc3ccccc3)c3ccccc23)C1=O (stereo not given)	3	4	3	0.8	15	36	-6	8	1.0

Single records (already shown). Screens in order: Tb hexokinase, EP2 antag, Wee1 degr inh, TNF death inh, PPC-1+TRAIL kill, CHOP inh, FXIa inh, FXIIa inh 1536, L929 necroptosis
CCn1c(O)c(N=NC2=NC(=O)CS2)c2ccccc21 across the screens: -38, 3, -2, -4.0, 13, 11, 4, 1, 0.1
COc1ccc(C(=O)N/C(=C\c2cc(OC)c(OC)cc2[N+](=O)[O-])C(=O)NCCO)cc1 across the screens: -11, 4, -1, 0.5, -2, -5, -4, 3, 0.3
CCc1nnc(NC(=O)CC(=O)Nc2ccccc2C(=O)O)s1 across the screens: 0, 8, -2, 0.2, 5, -11, -11, 13, 3.4
CC(C)(C)NCC(O)CON=C1c2ccccc2-c2ccccc21 (stereo not given) across the screens: 4, 5, 3, -3.3, -6, -8, 1, 3, 63

Following part
SMILES	Tb hexokinase	EP2 antag	Wee1 degr inh	TNF death inh	PPC-1+TRAIL kill	CHOP inh	FXIa inh	FXIIa inh 1536	L929 necroptosis
COc1cccc(CNC(=O)CCC2CCCN(C(=O)Cc3ccccc3F)C2)c1 (stereo not given)	7	8	-5	2.4	11	4	14	7	-0.5
Cc1ccc(C(=O)C(=O)c2ccc(C)c(N)c2)cc1N	-15	2	0	-0.1	3	-9	53*	40*	-0.7
O=C(CSc1nncs1)Nc1ccc(S(=O)(=O)N2CCCC2)cc1	-5	5	-2	2.0	-3	-9	-2	6	0.1
CCOC(=O)NC(=O)c1cn(C(CC)CO)c(=O)[nH]c1=O (stereo not given)	1	6	2	1.6	23	3	9	14	0.1
Cc1cc(C(=O)OCC(=O)Nc2cc(S(=O)(=O)N(C)C)ccc2C)c2ccccc2n1	7	-1	5	0.4	17	14	-2	2	-0.2
CCOC(=O)c1ccc(N2C(=O)CC(N(C)Cc3ccccc3)C2=O)cc1 (stereo not given)	-2	15	-2	1.2	12	41	-1	-1	0.9
COc1ccc(-c2nnc(-c3cccs3)o2)cc1OC	-19	9	3	-1.9	24	-27	18	26	-0.1
Cc1cc2oc(=O)cc(CN3CCCCC3C)c2c(C)c1Cl (stereo not given)	0	5	-1	1.2	9	24	-2	20	-0.3
N/C(=N\OC(=O)Cc1ccccc1)c1ccccc1Cl	6	7	-3	1.1	14	-14	11	3	0.9
COc1cccc(C(=O)Nc2cccc(-c3ccc4nncn4n3)c2)c1OC	-1	7	4	-6.2	-12	15	2	2	6.8
COc1ccc(C2=NN(S(C)(=O)=O)C(c3cccs3)C2)cc1OC (stereo not given)	-1	8&8	2	0.9	14	-9	-3	3	24
O=C(O)c1nn(-c2ccccc2)c(-c2ccccc2)c1C(=O)c1ccccc1	32	9	-1	1.9	3	23	3	7	0.8
COc1ccc([N+](=O)[O-])cc1NC(=O)c1cn(-c2ccc(Cl)cc2)c(=O)c2ccccc12	32	6	-1	4.1	19	26	-1	2	0.9
Cc1ccc2cc(CN(CC3CCCO3)C(=O)C(C)C)c(=O)[nH]c2c1 (stereo not given)	-11	2	-1	-0.6	7	-20	5	14	1.1
CC(=O)N1CCC(N(CCN2CCOCC2)C(=S)Nc2cc(C)ccc2C)CC1	22	6	-3	1.0	14	16	19	17	0.8
O=C1NCCNC(=O)c2ccccc2OCCOc2ccccc21	6	2	1	0.9	2	9	4	4	-0.4
Cc1cccc(NC(=O)CSc2nnnn2-c2ccc3c(c2)OCCO3)n1	-11	21	3	-0.1	x	47	2	13	69
O=C(O)c1ccc(OCC(F)(F)F)nc1	-8	8	1	3.9	17	16	4	7	0.5
CCONc1ncnc2nonc12	-18	12	2	0.7	7	19	-28	9	-0.1
O=C(Cn1c(-c2cscn2)nc2ccccc21)Nc1ccc2ccccc2c1	-5	10	11*	-3.4	12	6	4	-5	-0.1
O=C(NCCc1ccccc1)C1CCN(c2ncccn2)CC1	-10	6	4	1.1	0	21	3	13	0.3
COC(=O)c1ccccc1NC(=O)CSc1nnc(COc2cccc(OC)c2)n1C	4	8	1	-4.5	-14	7	-1	9	-0.3
CCOc1ccc(Nc2nc3c(c(=O)[nH]2)CCCC3)cc1	-1	8	-1	-2.7	-4	39	-8	3	1.1
